RXFP1 agonist = activates the human relaxin receptor RXFP1. Q9HBX9. HEK293T-RXFP1 cAMP TR-FRET, 30 min; response scale: percent of porcine relaxin response, buffer zero. Potency, µM (doses to about 57.5 µM), inactives show top-dose activation, hits mostly activators. 0.3% of 370,000 active. AID 2676; further: potency means the concentration at half of the fitted maximal effect; on the % scale 0 is the no-effect control and ±100 the full control effect; nearly all actives have a fitted effect of over 60% in size; many of its hits are not listed in these tables
Target sequence (Q9HBX9 whole entry, looked up): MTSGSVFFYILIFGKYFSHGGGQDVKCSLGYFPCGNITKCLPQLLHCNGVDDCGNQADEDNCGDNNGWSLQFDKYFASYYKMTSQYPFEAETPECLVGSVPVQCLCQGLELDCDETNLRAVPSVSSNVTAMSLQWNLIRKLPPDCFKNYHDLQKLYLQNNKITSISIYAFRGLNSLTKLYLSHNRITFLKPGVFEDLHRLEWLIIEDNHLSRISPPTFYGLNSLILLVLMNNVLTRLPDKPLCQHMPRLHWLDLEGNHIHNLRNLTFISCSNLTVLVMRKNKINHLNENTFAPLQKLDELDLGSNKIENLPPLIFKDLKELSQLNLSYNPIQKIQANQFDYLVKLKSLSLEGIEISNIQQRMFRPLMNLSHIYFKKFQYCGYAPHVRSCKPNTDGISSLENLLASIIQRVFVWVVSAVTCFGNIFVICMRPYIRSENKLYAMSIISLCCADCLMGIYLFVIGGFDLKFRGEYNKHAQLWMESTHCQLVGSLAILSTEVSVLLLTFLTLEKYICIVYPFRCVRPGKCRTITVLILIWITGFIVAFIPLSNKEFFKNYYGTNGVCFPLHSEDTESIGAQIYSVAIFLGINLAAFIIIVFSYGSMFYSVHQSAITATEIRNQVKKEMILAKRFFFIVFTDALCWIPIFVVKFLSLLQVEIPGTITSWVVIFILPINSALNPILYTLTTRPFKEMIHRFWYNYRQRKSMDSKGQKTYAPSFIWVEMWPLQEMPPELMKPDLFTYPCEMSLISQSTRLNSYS
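HEK293 cells stably expressing RXFP1, treated 30 min at 37C with compounds plus PDE4 inhibitor Ro 20174; cAMP measured by HTRF TR-FRET. Normalized to buffer and 29 nM porcine relaxin; EC50 by Hill fit.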
D2 PAM = positively modulates the human D2 dopamine receptor allosterically | HEK293 T-REx D2, calcium flux, EC20 dopamine potentiation | 0.34% of 340,000 active | P14416 | potentiation, % at 10 µM;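 active means potentiation over 3 SD above the plate norm, cut at about 30% in these data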; further: 0% is about no effect
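Primary screen. Calcium kinetics in induced HEK293 T-REx D2 cells: compound pre-addition 180 s, EC20 dopamine, 180 s more.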
TRHR PAM = allosterically enhances the human TRH receptor. enhancement, % at 2 µM. TRHR cells, fluo-8 calcium fluorescence, EC20 TRH enhancement. 0.66% of 360,000 active; in the data active means enhancement above about 30%; further: 0% is about no effect
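Enhancer read-out: after compound pinning and an initial kinetic agonist-mode read, an EC20 of TRH (10 nM final) was injected and fluo-8 calcium signal (Ex 480/Em 530) followed at 1 s/cycle for 100 cycles in TRHR-expressing cells.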
D1 antag = blocks dopamine activation of the human D1 receptor. 3.2% of 360,000 active. activity change, negative = inhibition, % at 10 µM. HEK293 TREx D1 cells, calcium flux, dopamine EC80; stronger effect = lower value. AID 504652; in the data active means activity change below about -30%; further: on the % scale 0 is the no-effect control and ±100 the full control effect
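HEK293 T-REx cells expressing inducible, force-coupled D1 receptor; no-wash Ca dye, 30–90 min RT. Cmpd → 180 s read at 1 Hz → EC80 DA → 180 s read.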
TRHR agonist = agonists of human TRH receptor. P34981. TRHR cells, calcium flux fluo-8, FDSS agonist mode. activation, % at 2 µM. 0.18% of 360,000 active; in the data active means activation above about 30%; further: 0% is about no effect
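Fluo-8-loaded TRHR cells; 10 s baseline, compound added, kinetic Ca2+ fluorescence read 1/s, agonist mode.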
D1 PAM = potentiators of human D1 dopamine receptor. P21728. HEK293 TREx D1 cells, calcium flux, dopamine EC20 potentiation. potentiation, % at 10 µM. 0.036% of 360,000 active. AID 504651; in the data active means potentiation above about 30%; further: 0% is about no effect
Anesthetic bind = candidate novel general anesthetic via apoferritin binding; P02791; apoferritin/1-aminoanthracene competitive binding, fluorescence; Potency, µM (titrated, usually from 77.5 µM), without a hit: top-dose activity change, negative = displacement, hits mostly inhibitors; 0.074% of 350,000 active; AID 485281; further: potency means the concentration at half of the fitted maximal effect; on the % scale 0 is the no-effect control and ±100 the full control effect; nearly all actives have a fitted effect of over 20% in size
Target sequence (P02791 2-175 limits assumed): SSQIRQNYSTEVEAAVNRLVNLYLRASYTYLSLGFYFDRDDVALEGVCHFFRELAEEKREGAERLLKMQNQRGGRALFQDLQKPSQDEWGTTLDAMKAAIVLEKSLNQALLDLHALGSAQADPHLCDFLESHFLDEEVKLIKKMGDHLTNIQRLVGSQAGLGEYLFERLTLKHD
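In PBS, apoferritin at 10 uM is loaded with 1-AMA from a 50% saturated solution. After 10 min of compound exposure at ambient temperature, reduced 535 nm fluorescence indicates probe displacement.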
D1 ag = agonists of human D1 dopamine receptor; P21728; HEK293 T-REx D1 cells, calcium flux, agonist mode; activation, % at 2 µM; 1% of 360,000 active; in the data active means activation above about 30%; further: 0% is about no effect
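Inducible HEK293 T-REx D1 cells, force-coupled to calcium signalling, were plated at 4000 cells/well with tetracycline and held overnight at 30 C. After no-wash calcium dye loading, compound-evoked calcium rise over 180 s flagged agonists.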
RXFP1 antag = RXFP1 (human) relaxin receptor antagonism | Q9HBX9 | activity change, negative = inhibition, % at 57.5 µM | HEK293-RXFP1, relaxin-stimulated cAMP HTRF, 30 min; stronger effect = lower value | 0.59% of 350,000 active;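 active means activity change of -60% or lower, but not beyond a set lower limit; inconclusive means change between -60% and -40%, or beyond the set limit; inactive means change above -40%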; further: on the % scale 0 is the no-effect control and ±100 the full control effect
* = called active by the depositor; ? = inconclusive; nt = not tested or not shown; & = joins results of further samples; ! = not confirmed by another sample; [ ] = remark or other dose. Unless noted, the call rests on the fitted dose curve; in most records, active means well fitted curve in the direction sought with a large enough effect; inconclusive means small, poorly fitted or top-dose-only effect, or another doubt; inactive means no such curve, though single readings can be large; an effect the other way counts as inactive or inconclusive. An excerpt, so the mix of outcomes need not match the whole.

SMILES	RXFP1 agonist	D2 PAM	TRHR PAM	D1 antag	TRHR agonist	D1 PAM	Anesthetic bind	D1 ag	RXFP1 antag
Cc1ccc(C(=O)N(CC(=O)NC2CCCC2)c2ccc3c(c2)OCCO3)s1	-1.1%	-4	-6	-55*	-0.7	-7	-18%	0	-2
NS(=O)(=O)c1ccc(NC(=O)CSc2n[nH]c(=O)n2Cc2ccccc2)cc1	0.0%	-3	-2	6	1.4	0	9%	5	-7
COc1ccc(CCN(C)CCCC(C#N)(c2cc(OC)c(OC)c(OC)c2)C(C)C)cc1OC (stereo not drawn)	-0.5%	-26	-7	9	-0.1	-5	-7%	6	15
CC(C)N1C(=O)CCN(C=O)c2ccccc21	1.8%	nt	-1	9	-0.7	-3	-3%	3	2
O=C(C1CC1)N1CCc2cc(Br)cc(S(=O)(=O)Nc3ccc(F)c(F)c3)c21	0.6%	-13	-7	-31*	-0.2	0	2%	9	nt
C=CCNC(=O)C(=O)N/N=C/c1ccco1	-2.9%	-6	3	7	1.0	-10	-6%	1	15
COc1ccccc1NC(=O)c1c(N=Cc2c(O)ccc3ccccc23)cnn1C	-1.4%	2	-6	0	0.0	1	1%	2	-1
O=C(CCc1ccccc1)Nc1ccc(NC(=O)C2CC2)nc1	-1.2%	1	5	8	-0.7	-4	-9%	6	3
O=C(Nc1ccc(F)cc1)c1ccc2c(c1)S(=O)(=O)N=C1CCCCCN12	1.6%	12	-3	-8	0.1	-1	nt	1	-3
O=C(CC1CCCCC1)c1c(O)c2ccccc2oc1=O	-0.7%	-6	1	-8	1.3	7	-1%	5	5
O=C1/C(=C/c2ccccc2)CCC1C1CCCC1 (stereo not drawn)	-0.1%	2	4	1	-1.0	-3	-18%	-1	-9
COc1cc(NC(=O)CSc2nnc3c(n2)[nH]c2ccc(S(=O)(=O)NC(C)C)cc23)cc(OC)c1OC	-0.6%	-7	-2	11	-0.2	-5	-11%	0	-14
Cc1cccc(NC(=O)CCN2CCCCC2)c1	0.5%	-8	-4	-5	0.9	-3	-5%	0	-16
CCCOc1ccc(C(F)(F)F)cc1NC(=O)CCc1c(C)noc1C	-0.7%	1	0	3	0.9	1	nt	7	2
Cn1cc(C(=O)C(=O)NCCc2ccccc2)c2ccccc21	4.7%	nt	-4	-14	0.4	-6	?	11	17
CCOC(=O)c1ccc(Oc2cn[nH]c2-c2ccc(OCC(=O)NN)cc2O)cc1	6.9%	8	-5	-19	2.1	5	-17%	11	14
CCCCCNC(=O)c1ccc2c(c1)ncn2-c1ccc(OC)cc1	0.0%	-5	7	2	-0.4	-9	-13%	2	10
COc1cccc2cc(C(C)N(CCCN3CCOCC3)C(=S)Nc3cc(C)ccc3C)oc12 (stereo not drawn)	0.7%	-19	-3	-9	0.1	-12	-15%	1	6
CC(C)[C@H](NC(=O)Nc1ccc2c(c1)OCCO2)C(=O)O	0.5%	2	4	3	0.8	-4	14%	3	31
Cc1c(Cl)cccc1NC(=S)N1CCN(S(=O)(=O)c2cccs2)CC1	0.8%	10	2	22	0.3	17	-6%	6	-1
Cc1ccc(NC(=O)CCNS(=O)(=O)c2ccc3c(c2)CCCC(=O)N3)cc1	-3.1%	3	-14	-5	-1.3	3	4%	0	nt
Cc1nc2ccc(S(=O)(=O)NCC(=O)Nc3cccc(F)c3)cc2s1	-2.6%	-3	-6	-2	-1.7	-4	-1%	2	-2
Cc1ccc(Oc2coc3cc(OCC(=O)NC4CCCCC4)ccc3c2=O)cc1	3.1%	-19	-6	-1	-0.3	-2	-9%	1	-1
COc1ccc(-c2cn(CCO)nc2-c2ccc(OC)cc2)cc1	-1.0%	-3	-10	-1	-0.1	-5	4%	3	-22
Cn1c(=O)c2c(nc(N3CCN(c4ccc([N+](=O)[O-])cc4)CC3)n2C)n(C)c1=O	16%	3	9	4	-0.2	2	0%	1	-8
New compounds follow:
SMILES	RXFP1 agonist	D2 PAM	TRHR PAM	D1 antag	TRHR agonist	D1 PAM	Anesthetic bind	D1 ag	RXFP1 antag
Cc1ccc2c(Cl)c(C(=O)NCC3CCCO3)sc2c1 (stereo not drawn)	4.5%	-12	1	6	0.4	-10	-24%	2	4
Cc1ncc([N+](=O)[O-])n1CC(=O)Nc1ccc(F)cc1F	0.3%	-8	-5	1	1.2	0	-4%	1	1
Cc1cc(C)nc(NS(=O)(=O)c2ccc(NC(=S)NC(=O)C3CCCC3)cc2)n1	-0.1%	-4	6	1	-0.2	2	-12%	1	-6
O=C(COc1coc(CN2CCN(c3ccccc3F)CC2)cc1=O)N1CCc2ccccc21	-0.2%	13	4	2	0.0	-3	nt	-1	-11
COc1ccc(C2(CNC(=O)c3ccc(OC)c([N+](=O)[O-])c3)CCCCC2)cc1OC	0.9%	8	5	2	-0.7	-3	?	2	-2
O=c1nc(Nc2ccc(Br)cc2)sc2ccc([N+](=O)[O-])cc12	1.5%	-21	-1	-9	0.3	-5	1%	2	-16
CCCCOC(=O)C1=C(C)NC2(O)c3ccccc3C(=O)C12O (stereo not drawn)	0.3%	7	2	10	0.2	3	-10%	-1	-14
NC(=O)COC(=O)CCCc1nc2ccccc2s1	-0.9%	1	0	-7	0.3	1	6%	0	0
C=CCNc1nc(C2(C)CC3(CC(C)OC3=O)C(=O)O2)cs1 (stereo not drawn)	0.1%	-2	-4	17	0.6	-1	3%	-2	-2
COC(C(=O)Nc1ccnn1C1CCN(Cc2ccc(C)o2)CC1)c1ccccc1 (stereo not drawn)	-3.1%	16	6	13	0.3	3	-1%	0	-1
Cc1cc(N2CCCC2)nc(-c2ccccc2O)n1	3.6%	3	10	-14	-0.4	-1	-7%	-1	-1
CC1=C(C)CC(C(=O)NCc2ccccc2F)C(C(=O)O)C1 (stereo not drawn)	2.3%	-4	-15	-3	0.7	-6	-7%	3	nt
Cc1ccc(NC(=O)c2c3c(nc4ccccc24)CCC3)cc1S(=O)(=O)N(C)C	0.4%	20	5	-7	-0.3	-3	-10%	0	-4
CC(=O)N1CCc2[nH]c3ccc(C)cc3c2C1	1.9%	4	5	1	0.9	-3	204%[activator]	6	nt
Cc1ccc2[nH]c(=O)c3cc(C(=O)N(CCCOC(C)C)Cc4ccco4)sc3c2c1	0.4%&1.8%	4&-1	42*!	4&9	1.6&1.9	-2	4%&-14%	1&3	-8
CCN(C(=O)CSc1nc2ccccc2n1Cc1ccc(F)cc1Cl)c1ccccc1	4.0%	8	5	-4	-1.8	1	16%	6	nt
CCn1c(C(=O)NCc2ccccc2OC)cc2sccc21	-0.2%	26	13	-6	0.0	0	-7%	3	-15
CCN(C(=O)c1cccn(Cc2ccccc2C)c1=O)c1ccccc1	-0.3%	4	2	13	-0.3	-1	-22%	2	nt
CCn1cc(C(=O)Nc2ccc(-n3cnnn3)c(OC)c2)c(=O)c2ccc(C)nc21	2.1%	-1	-5	-4	0.6	-1	-6%	4	nt
CCCCn1nc(C(=O)NCc2ccccc2CN2CCCC2)c2ccccc2c1=O	0.2%	-29	7	-5	-3.7	-3	nt	2	3
NC(=O)c1ccc(OCC(F)(F)F)nc1	0.5%	2	0	8	-0.1	3	2%	4	-2
O=C(CSc1nnnn1C1CCCCC1)NCc1ccc2c(c1)OCO2	2.0%	nt	5	-2	-1.2	2	-22%	2	-17
O=C(COc1cccc2cccnc12)NCC(F)(F)F	1.0%	5	15	2	-0.4	-3	-12%	0	-9
Cc1nc(NCc2ccco2)c2oc3ccccc3c2n1	0.8%	3	19	-19	-0.2	0	1%	10	-6
CN(CC(=O)Nc1cccc(F)c1)C(=O)c1ccc(N2C(=O)c3ccccc3C2=O)cc1	3.4%	-10	-4	5	0.3	2	nt	5	-1

5 of these compounds in a different format:
Results follow in this order: RXFP1 agonist | D2 PAM | TRHR PAM | D1 antag | TRHR agonist | D1 PAM | Anesthetic bind | D1 ag | RXFP1 antag
- CC1=C(C)CC(C(=O)NCc2ccccc2F)C(C(=O)O)C1 (stereo not drawn)
 : 2.3% | -4 | -15 | -3 | 0.7 | -6 | -7% | 3 | nt
- Cc1ccc(NC(=O)c2c3c(nc4ccccc24)CCC3)cc1S(=O)(=O)N(C)C
 : 0.4% | 20 | 5 | -7 | -0.3 | -3 | -10% | 0 | -4
- CC(=O)N1CCc2[nH]c3ccc(C)cc3c2C1
 : 1.9% | 4 | 5 | 1 | 0.9 | -3 | 204%[activator] | 6 | nt
- Cc1ccc2[nH]c(=O)c3cc(C(=O)N(CCCOC(C)C)Cc4ccco4)sc3c2c1
 : 0.4%&1.8% | 4&-1 | 42*! | 4&9 | 1.6&1.9 | -2 | 4%&-14% | 1&3 | -8
- CCN(C(=O)CSc1nc2ccccc2n1Cc1ccc(F)cc1Cl)c1ccccc1
 : 4.0% | 8 | 5 | -4 | -1.8 | 1 | 16% | 6 | nt

Going on with the list:
SMILES	RXFP1 agonist	D2 PAM	TRHR PAM	D1 antag	TRHR agonist	D1 PAM	Anesthetic bind	D1 ag	RXFP1 antag
COc1cc(C(=O)N2CCN(C(=O)c3ccco3)CC2)c([N+](=O)[O-])cc1OC	1.3%	7	-4	-3	0.2	-4	-11%	1	-5
COc1ccc(C2/C(=C(/O)c3ccc(Br)cc3)C(=O)C(=O)N2C)cc1OC (stereo not drawn)	5.4%	-6	9	9	1.1	-4	-5%	4	8
Cc1cccc(NC(=O)c2ccc(C3SCC(=O)N3CCc3ccccc3)cc2)c1 (stereo not drawn)	0.1%	-4	6	-2	0.1	-1	5%	2	7
Cc1ccc(S(=O)(=O)N2CCCOC2)cc1	0.3%	-3	10	16	-0.6	-6	?	-3	-21
CCOC(=O)c1c(C)oc2ccc(NS(=O)(=O)c3ccc4c5c(cccc35)C(=O)N4)cc12	1.0%	6	-9	-12	0.2	-6	-3%	0	9
Cc1ccc(CNC(=O)C2CCC(=O)N(CCc3cccc(F)c3)C2)cc1 (stereo not drawn)	-1.6%	-5	-3	-43*	-1.4	-11	-5%	2	-7
Cc1ccc(-c2cc(C(=O)N3CCc4ccccc4C3)[nH]n2)cc1C	-4.4%	-3	-2	-26	0.0	-2	4%	-1	8
COc1ccc(NC(=O)C2CCN(S(=O)(=O)c3c(C)noc3C)CC2)cc1OC	0.3%	2	-2	7	2.6	1	2%	0	12
Cc1cc2ncn(C(=O)N3CCCCC3)c2cc1C	1.7%	-4	-1	-3	0.0	-4	-19%	1	-7
COc1ccc(S(=O)(=O)N(C)C)cc1NC(=O)Cc1ccc(S(=O)(=O)N2CCOCC2)s1	-1.0%	-16	-1	-20	0.8	-5	nt	0	1
CCOC(=O)c1cccc(NC(=O)CCCn2nc(C)c3c(C)n(-c4ccccc4)nc3c2=O)c1	1.3%	-4	3	3	-1.0	0	-6%	6	2
CCCN(CCC)S(=O)(=O)c1ccc(C(=O)NNC(=O)c2cc(OC)c(OC)c(OC)c2)cc1	0.5%	-5	1	7	1.6	-1	-9%	6	-18

Bioassay records (PubChem)
